# 14-3-3g Raf: 14-3-3 gamma protein interaction modulation. P61981. inhibition, % at 40 µM. AID 422. FP, 14-3-3gamma / TMR-pS259-Raf peptide binding. 0.19% of 160,000 active; in the data active = inhibition above about 30%;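 note: 0% = protein plus tracer without compound and 100% = blank with tracer alone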
# Target sequence (P61981 whole entry, looked up): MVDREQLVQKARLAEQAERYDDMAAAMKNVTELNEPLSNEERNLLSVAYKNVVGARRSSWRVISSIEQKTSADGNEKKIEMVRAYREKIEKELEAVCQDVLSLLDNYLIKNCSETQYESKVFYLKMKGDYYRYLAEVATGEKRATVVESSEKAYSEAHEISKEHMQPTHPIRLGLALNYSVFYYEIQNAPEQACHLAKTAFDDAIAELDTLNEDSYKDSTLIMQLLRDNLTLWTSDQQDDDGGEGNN
# * marks the source's active call; other numbers are inactive results; & = joins results of further samples. Not all compounds are listed, so the mix of outcomes need not match the whole.
# The first 2 records, to show the layout:
SMILES,14-3-3g Raf
Cc1cccc(-n2nc3c(c2NC(=O)c2ccc(Br)cc2)CSC3)c1C,1.7
COc1ccc(-c2nnc(SCC(=O)NC3CCCCC3)o2)cc1OC,-5.6

# The listing (from the top)
SMILES,14-3-3g Raf
Cc1cccc(-n2nc3c(c2NC(=O)c2ccc(Br)cc2)CSC3)c1C,1.7
COc1ccc(-c2nnc(SCC(=O)NC3CCCCC3)o2)cc1OC,-5.6
Cc1oc2c(CN3CCOCC3)c(O)ccc2c(=O)c1-c1ccc(Br)cc1,-11.3
Cc1nn(-c2ccccc2)c(OC(=O)c2cccs2)c1S(=O)(=O)c1ccccc1,-6.0
CC1CCCC(NC(=O)CCn2c(=O)[nH]c3ccsc3c2=O)C1C (configuration not stated),-1.4
CN(c1ccccc1)S(=O)(=O)c1ccc(C(=O)Nc2ccccc2Oc2ccccc2)cc1,10.0
CCSc1nnc2c(n1)OC(C(C)=Cc1ccccc1)Nc1ccccc1-2 (configuration not stated),-1.6
CCOC(=O)c1c(-c2ccccc2)csc1N=CC1C(=O)CC(C)(C)CC1=O,-8.2
O=C(Nc1cc(C(F)(F)F)cc(C(F)(F)F)c1)c1oc(=O)c2ccccc2c1-c1ccccc1,-4.2
COc1ccc(CN2CCCN(Cc3ccc(OC)cc3)C2c2ccc(F)cc2)cc1,-4.0
COc1ccc(N2C(=O)c3sc4nnc(C)c(=O)n4c3C2=O)cc1,-13.2
O=C(CCC(=O)N1CCCC1)Nc1nc(-c2cc3cc(Br)ccc3oc2=O)cs1,0.0
Cc1ccc(N2C(=O)c3ccc4c5c(ccc(c35)C2=O)C(=O)NC4=O)cc1,-5.5
COc1cc(NC(=O)c2cc3nc(-c4cccs4)cc(C(F)(F)Cl)n3n2)cc(OC)c1OC,1.5
N#CC1=C(N)SC(N)=C(C#N)C1c1c(Cl)cccc1Cl,-53.7
CCc1ccc(-c2ccc(C(=O)Oc3ccccc3)cc2)nc1,-21.4
O=C(Nc1nnc(CCS(=O)(=O)c2ccc3ccccc3c2)s1)c1ccccc1Cl,-1.0
CN(C(=O)CSc1nnc(-c2ccco2)o1)C1CCCCC1,-12.4
O=C(CSc1nnc(-c2ccccc2)o1)c1ccc2c(c1)OCCO2,-0.1
COc1ccc(C(=O)N(CCCN2C(=O)c3cccc4cccc(c34)C2=O)c2ccccc2OC)cc1,-12.3
CCN1C(=O)/C(=C2\SC(=S)N(CC3CCCO3)C2=O)c2ccccc21 (configuration not stated),-7.3
O=C(CCS(=O)(=O)Cc1ccc(Cl)cc1)NCc1cccnc1,-1.5
Cc1ccc(C(=O)COC(=O)CN2C(=O)C3C4C=CC(C4)C3C2=O)cc1[N+](=O)[O-] (configuration not stated),-5.8
Cc1sc(NC(=O)COc2ccc(C(C)(C)C)cc2)c(C(=O)OC(C)C)c1C,-0.4

# Rewritten with values ahead of the structure: part of the list above.
14-3-3g Raf | smiles
-0.1 | O=C(CSc1nnc(-c2ccccc2)o1)c1ccc2c(c1)OCCO2
-12.3 | COc1ccc(C(=O)N(CCCN2C(=O)c3cccc4cccc(c34)C2=O)c2ccccc2OC)cc1
-7.3 | CCN1C(=O)/C(=C2\SC(=S)N(CC3CCCO3)C2=O)c2ccccc21 (configuration not stated)

# The list continues.
SMILES,14-3-3g Raf
COc1ccc(S(=O)(=O)N(C)CC(=O)Nc2ccccc2SC)cc1,4.9
O=C(c1ccco1)N1c2ccccc2Sc2ccccc21,16.3
CN(C)c1ccc(C2CC(c3c(-c4ccccc4)c4cc(Cl)ccc4[nH]c3=O)=NN2C(=O)CCC(=O)O)cc1 (configuration not stated),-16.4
CCOc1ccc(C2C(=O)N(C3CCCCC3)CC(=O)N2Cc2ccco2)cc1OC (configuration not stated),3.2
CCOC(=O)c1cnc2ccc(OCC)cc2c1Nc1cccc2ccccc12,-1.2
Cc1ccc(C(=O)Nc2ncc(S(=O)(=O)c3ccc([N+](=O)[O-])cc3)s2)cc1C,-5.8
O=C(C1CC1)N1CCc2cc(Br)cc(S(=O)(=O)NCC3CCCO3)c21 (configuration not stated),-7.1
Cc1ccc(C23CC4CC(CC(CN)(C4)C2)C3)cc1C,3.5
Cc1noc(C)c1S(=O)(=O)Nc1ccc(C(=O)NC2CCCCC2)cc1,0.0&-11.7
Cc1ccc(-c2[nH]n3c(=O)c4c(nc3c2C)CCCC4)cc1,-11.6
CCCC(=O)NC(C)c1nc2ccccc2n1CCC (configuration not stated),-6.5
COc1ccc(C2C=C(Nc3ccccc3)C(=O)N2c2ccccc2)cc1 (configuration not stated),0.2
CC(C)Nc1nc(NC(C)C)nc(N(C)C#N)n1,1.1
Cc1cc(C)c(C#N)c(SCC(=O)C2CC2)n1,-8.4
Clc1ccccc1COc1ccccc1-c1nnco1,-8.0
COc1cccc(CNS(=O)(=O)c2ccc3c(c2)CCN3C(=O)C2CCC2)c1,9.8
CC1CCN(CCNS(=O)(=O)c2ccc3c(c2)oc(=O)n3C)CC1,-11.8
Cn1c(=O)n(C)c2nc([N+](=O)[O-])c(Cl)cc21,-2.7
COc1cccc(N2CC(O)Cn3c2nc2c3c(=O)n(CCCc3ccccc3)c(=O)n2C)c1 (configuration not stated),-9.9
CCOC(=O)Cc1ccc(NCc2ccc(Cl)cc2)cc1,-4.8
CCOC(=O)CN1CC23C=CC(O2)C(C(=O)Nc2ccc4c(c2)OCO4)C3C1=O (configuration not stated),-6.4
COc1ccccc1NC(=O)CN(c1ccc(C)cc1)S(=O)(=O)c1c(C)n[nH]c1C,-2.4
O=C(N1CCOCC1)C(F)(F)C(=O)N1CCOCC1,-8.2
COc1cccc2cc(-c3csc(Nc4ccccc4Cl)n3)c(=O)oc12,-12.9
CCN(CC)C(=O)Cn1c(=O)n(-c2ccc(Cl)cc2)c(=O)c2c3c(sc21)CCCC3,-3.6
CC(=O)c1ccc(NC(=O)c2c(O)c3ccccc3[nH]c2=O)cc1,3.2
N#Cc1c(SCC(N)=O)nsc1SCc1ccccc1Cl,-4.6&2.3
C=CCn1c(SCC(=O)N2CCOCC2)nc2sc3c(c2c1=O)CCCC3,10.5
COCCCN1C(=O)C(=O)/C(=C(/O)c2ccc(C)cc2)C1c1ccccc1F (configuration not stated),5.0
COc1cc(C2Nc3ccccc3-c3nnc(SCc4ccccc4)nc3O2)ccc1OCC(=O)O (configuration not stated),-31.3
C=CCN1C(=O)CSc2ccc(C(=O)NCCc3ccc(Cl)cc3)cc21,-2.2
COc1cccc(C2Nc3ccccc3NC3=C2C(=O)CC(c2cccs2)C3)c1O (configuration not stated),-8.0
CC(=O)C1C(c2ccccc2Cl)NC(=O)NC1(O)C(F)(F)F (configuration not stated),1.7
Cn1c(C(=O)Nc2ccc(F)cc2)cc2c(=O)oc3ccccc3c21,-61.4
COc1cccc2cc(C(=O)C3=C(O)C(=O)N(CCN(C)C)C3c3ccc(F)cc3)oc12 (configuration not stated),1.7
O=c1[nH]c2ccc(S(=O)(=O)N3CCN(c4ccccc4)CC3)cc2[nH]c1=O,-22.2
Cc1ccc(-c2noc(CCC(=O)Nc3ccc(Cl)cn3)n2)cc1,-2.0
CC1=C(C(=O)Nc2cccc(C)n2)C(c2ccccc2C(F)(F)F)C2=C(CCCC2=O)N1 (configuration not stated),-6.4
CC(C)(CO)NC(=O)CCCOc1ccc(Cl)cc1Cl,-2.2
Cc1ccc(N2C(=O)NC3CC2(C)Oc2ccc([N+](=O)[O-])cc23)cc1F (configuration not stated),1.5
O=C(CC12CC3CC(CC(Cl)(C3)C1)C2)NCC12CC3CC(CC(C3)C1)C2,-6.3
CCC(=O)Nc1ccc(-c2nnc(SCC(=O)NCC3CCCO3)n2C)cc1 (configuration not stated),6.0
COc1nc(-c2ccccc2)ccc1-c1noc(-c2ccc(F)cc2)n1,-5.9
COc1ccc2oc(=Nc3ccc(C#N)cc3)c(C(N)=O)cc2c1,7.8
COc1ccc2[nH]c(=O)cc(C(=O)O)c2c1,-23.0
O=C(c1cccc(C(F)(F)F)c1)N1CCCC1,1.1
COc1cc2ccccc2cc1C(=O)Nc1ccc(Br)cn1,-26.1
COc1cc(OC)nc(NC2OC(=O)c3ccccc32)n1 (configuration not stated),1.3
O=C(NC1=NCCS1)c1ccc(OCC2CCCO2)cc1 (configuration not stated),-7.0
O=C1C(c2ccc(F)cc2)N(Cc2ccc3c(c2)OCO3)C(=O)CN1C1CCCC1 (configuration not stated),-6.1&-2.6
Cc1nc(N2CCN(S(=O)(=O)c3cccc4nonc34)CC2)c2c3c(sc2n1)CCCC3,4.2
COc1ccc(N2C(=O)CSC2c2cccs2)cc1 (configuration not stated),-7.8
O=[N+]([O-])c1cc(C(F)(F)F)ccc1N1CCN(S(=O)(=O)c2ccccc2)CC1,-1.1
COc1ccc(OCCCC(=O)N2CCCc3ccccc32)cc1,0.9&-4.2
O=C(NCc1ccc(N2CCCC2=O)cc1)c1cccc(Cl)c1,-5.2
COc1cccc(C2N(c3ccc(Cl)cc3)C(=O)C3CCCN32)c1 (configuration not stated),-5.8
COC(=O)C1=C(N)OC2=C(C(=O)CCC2)C1c1cccs1 (configuration not stated),-0.7&-8.0
Cc1ccc(OCc2nc(C#N)c(NCc3ccco3)o2)cc1,-6.0
O=C1CC(c2ccco2)CC2=C1C(c1cccs1)N(C(=O)c1ccccc1)c1ccccc1N2 (configuration not stated),-7.4
CCOC(=O)C1=C(C)Nc2nc(SCc3ccccc3F)nn2C1c1ccc(Br)cc1 (configuration not stated),-3.3

# Rewritten as tab-separated lines: entries from further up
Molecule	14-3-3g Raf
CCOC(=O)C1=C(C)Nc2nc(SCc3ccccc3F)nn2C1c1ccc(Br)cc1 (configuration not stated)	-3.3
COC(=O)C1=C(N)OC2=C(C(=O)CCC2)C1c1cccs1 (configuration not stated)	-0.7&-8.0
COc1ccc(N2C(=O)CSC2c2cccs2)cc1 (configuration not stated)	-7.8
O=C1C(c2ccc(F)cc2)N(Cc2ccc3c(c2)OCO3)C(=O)CN1C1CCCC1 (configuration not stated)	-6.1&-2.6

# Back to the main list; the 4 compounds before the break are reprinted first.
SMILES,14-3-3g Raf
COC(=O)C1=C(N)OC2=C(C(=O)CCC2)C1c1cccs1 (configuration not stated),-0.7&-8.0
Cc1ccc(OCc2nc(C#N)c(NCc3ccco3)o2)cc1,-6.0
O=C1CC(c2ccco2)CC2=C1C(c1cccs1)N(C(=O)c1ccccc1)c1ccccc1N2 (configuration not stated),-7.4
CCOC(=O)C1=C(C)Nc2nc(SCc3ccccc3F)nn2C1c1ccc(Br)cc1 (configuration not stated),-3.3
CC(=O)N1CCc2cc(Br)cc(S(=O)(=O)NC(c3ccccc3)c3ccccc3)c21,-6.1
O=C(NCCc1ccc(Cl)cc1)c1ccc(N2CC3CC(C2)c2cccc(=O)n2C3)c(NS(=O)(=O)c2ccc(F)cc2)c1 (configuration not stated),-2.9
COc1ccccc1-n1cc(-c2ccccc2)nc1SCC(=O)Nc1ccccc1Cl,-1.7
Cc1ccc(NC(=O)CN2C(=O)c3ccccc3Sc3ccc(C(=O)N4CCCC4)cc32)cc1C,-56.4
Cn1c2c(c(=O)n(C)c1=O)C(CC(=O)Nc1ccccc1)C(=O)N2 (configuration not stated),-4.1
COc1ccc(Cl)cc1NC(=O)c1cc(-c2ccccc2)nc2ccccc12,-6.2
O=C(NCCCO)c1ccc2snnc2c1,-4.0
Cc1onc(-c2ccccc2Cl)c1C(=O)N(C)C1CCCCC1,-14.0
Cc1ccc2oc(-c3ccc(NC(=O)c4ccc(C(C)(C)C)cc4)cc3O)nc2c1,-79.3
Cc1cc(C)cc(NC(=O)c2cc3c(CO)cnc(C)c3oc2=O)c1,-3.6
Cc1ccc(C2CC(C(F)(F)F)n3nc(C(=O)N(C)C4CCCCC4)c(Cl)c3N2)cc1 (configuration not stated),10.0
COc1cccc(C(=O)N(c2ccccc2)C2CC(C)N(C(C)=O)c3ccccc32)c1 (configuration not stated),-4.3
CC1=NN(C(=O)c2ccccc2[N+](=O)[O-])C(O)(C(F)(F)F)C1 (configuration not stated),-0.4
COc1ccccc1NC(=O)CCc1nc(-c2ccc(C)cc2)no1,-2.0
CC(C)CNC(=O)C(=O)NCc1cccnc1,-2.9
CC(C)c1ccc(NC(=O)c2cc(S(=O)(=O)N3CCN(Cc4ccc5c(c4)OCO5)CC3)ccc2F)cc1,0.0
CN1CCc2c(sc3c2C(=O)NC(c2cn(Cc4ccccc4)c4ccccc24)N3)C1 (configuration not stated),-76.9
COc1ccc(N2CCN(c3ccc(NC(=O)c4ccc5c(c4)OCO5)cc3C#N)CC2)cc1,-9.5
CC(=O)c1ccc(N2CCN(C(=O)c3cc4c(=O)n(C)c5ccccc5c4n3C)CC2)cc1,-1.5
O=C(COC(=O)c1ccc2c(c1)-c1ccccc1C2=O)c1ccccc1,-7.6
Cc1cccc(NC(=O)CCN2CCCCC2)c1,-7.4
CC(=O)OC(C)C12CC3CC(CC(C3)C1)C2 (configuration not stated),10.8
CN1C(=O)c2ccccc2C(C(=O)NCCC2=CCCCC2)C1c1cn(C)c2ccccc12 (configuration not stated),-4.5
COc1cccc(Nc2ncnc(N)c2[N+](=O)[O-])c1,3.0
CCCc1nc2scc(-c3ccccc3)c2c(=O)n1N,-7.9
Cc1cccn2c1nc(=S)n2C(=O)c1ccc(F)cc1,-10.1
CCOCCCN1C(=O)c2ccccc2C1C(=O)NC1CCC(C)CC1 (configuration not stated),-8.2
CCOC(=O)c1sc2nc(N3CCCC3)c3c(c2c1N)CC(C)(C)OC3,-0.8
c1ccc(-c2csc3ncnc(N4CCN(Cc5ccc6c(c5)OCO6)CC4)c23)cc1,-0.4
CCN1CCCC1CNC(=O)c1cc(-c2ccc(Br)s2)nc2ccccc12 (configuration not stated),-17.3
Cc1cc(NC(=O)CSc2nc3c(c(=O)n2-c2ccccc2)SCC3)no1,-15.8
COc1cc(S(=O)(=O)NCCN2CCOCC2)c(OC)cc1Cl,-8.9
CCOC(=O)N1CCN(C(=O)c2ccc(S(=O)(=O)c3ccc(C)cc3)c(NC(C)=O)c2)CC1,-8.7
Cc1cc(Nc2ccccc2)nc(-c2ccccc2O)n1,-6.8
COc1ccc(/C(O)=C2/C(=O)C(=O)N(CC3CCCO3)C2c2cccc(OC)c2)cc1 (configuration not stated),2.5

# Screening results: PubChem, Emory University Molecular Libraries Screening Center
